Source: PubChem BioAssay
OPRM1-OPRD1 inv – inverse agonists of MOR-DOR heterodimerization, primary screen, cell-based, luminescence; inhibition, % at 9.3 µM; hit rate 0.21% among 340,000; cell-based MOR-DOR heterodimer luminescence, inverse agonism; in the data active = inhibition above about 22%, passing the limit was not always enough;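 also: 0% = cells with DMSO and 100% = wells without cells with DMSO; values of inactives mirror those of a sister screen read the other way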
DAGLB inhibitor – DAGLB lipase inhibitors, primary screen, biochemical, fluorescence, HTS; hit rate 0.059% among 340,000; AID 504411, 2011; HEK293T DAGLB membrane lysate, EnzChek fluorogenic substrate; inhibition, % at 5.17 µM; in the data active = inhibition above about 34%;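 also: 0% = enzyme with vehicle and 100% = wells lacking enzyme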
PKA-R1A activ – activators of PKA-R1A holoenzyme, primary screen, biochemical, fluorescence polarization, Cy5-IP20, bovine R1A, mouse PKAc; PKA-R1A dissociation; scaled: DMSO 0%, 113 µM cGMP 100%; activation, % at 11.4 µM; AID 504707, 2011; cAMP-dependent protein kinase type I-alpha regulatory subunit (Bos taurus) + …; hit rate 0.083% among 340,000;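 active = percent activation above the mean of all tested compounds plus 3 SD, cut at about 19% in these data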;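 also: higher means more PKAc released from R1A so a rise in polarization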
PKA-R2B activ – activators of PKA-R2B holoenzyme, primary screen, biochemical, fluorescence polarization, Cy5-IP20, human | cAMP-dependent protein kinase catalytic subunit beta (Homo sapiens) + cAMP-dependent … | PKA-R2B holoenzyme dissociation; R2B truncated from residue 108, S112A mutant; 0% DMSO only, 100% 113 µM cGMP | activation, % at 11.4 µM | hit rate 0.079% among 340,000;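 active = activation above a cutoff set at the mean over all compounds plus 3 SD, cut at about 18% in these data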;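 also: higher means more holoenzyme dissociation and a rise in polarization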
Target sequence (P31323 whole entry, looked up, other chains not shown, the tested form may be a part): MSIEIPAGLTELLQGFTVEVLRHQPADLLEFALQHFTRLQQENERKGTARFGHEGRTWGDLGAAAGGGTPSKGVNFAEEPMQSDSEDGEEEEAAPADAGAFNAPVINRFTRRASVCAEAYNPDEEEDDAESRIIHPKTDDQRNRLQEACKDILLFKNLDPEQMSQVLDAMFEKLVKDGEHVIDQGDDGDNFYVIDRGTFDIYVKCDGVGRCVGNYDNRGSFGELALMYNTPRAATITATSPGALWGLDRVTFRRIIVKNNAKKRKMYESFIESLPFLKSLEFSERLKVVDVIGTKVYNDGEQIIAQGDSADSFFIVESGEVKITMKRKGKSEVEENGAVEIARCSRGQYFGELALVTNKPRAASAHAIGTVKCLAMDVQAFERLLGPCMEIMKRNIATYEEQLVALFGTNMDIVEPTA
Arrestin-AP2 inh – inhibitors of beta-arrestin/AP2 binding, primary screen, biochemical, GPCR trafficking, flow cytometry. beta-arrestin 1 C-terminal peptide binding to AP2 beta2-adaptin appendage (human). FITC-arrestin peptide / GST-AP2 beads; AP2 beta2 appendage carries R879A mutation. inhibition, % at 10 µM. hit rate 0.31% among 340,000;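 active = inhibition above a set limit, near 3 SD of compounds lacking own fluorescence, cut at about 54% in these data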;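 also: plate controls were DMSO wells for no effect and 5 µM unlabelled arrestin peptide for full effect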
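test system = AP2 appendage R879A on GSH beads | buffer or medium = PBS plus Tween 20 (0.05%) and BSA (0.1%) | incubation = 12 min plus 1 h, RT | detection = bead flow cytometry, FITC channel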
DSG3 Ab inh – inhibitors of pemphigus antibody binding to DSG3, primary screen, biochemical, bead-based, flow cytometry, scFv-GFP; DSG3-coupled beads, scFv-anti-DSG3-GFP binding; hits give low values; binding (percent of control), % at 10 µM; hit rate 0.48% among 310,000; AID 588358, 2011;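 active = binding more than 3 SD below its plate's average and above zero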;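 also: hits lower antibody fragment binding to DSG3; some compounds called inactive have numbers as strong as hits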
OPRM1-OPRD1 ag – agonists of OPRM1-OPRD1 heterodimerization, primary screen, cell-based, luminescence | cells | activation, % at 9.3 µM | hit rate 0.3% among 340,000 | AID 504326, 2011 | Mu-type opioid receptor (Homo sapiens) + Delta-type opioid receptor (Homo sapiens), …; in the data active = activation above about 18%;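 also: 0% = vehicle-treated cells and 100% = reference agonist; values of inactives mirror those of a sister screen read the other way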
HTR5A inv ctr – HTR5A inverse agonists in luminescence cell assay, primary screen, counter-screen for OPRM1-OPRD1 heterodimer inverse agonist project, full-deck HTS. 5-hydroxytryptamine receptor 5A (Homo sapiens), P47898. HTR5A cell line, inverse agonism. inhibition, % at 9.3 µM. hit rate 0.083% among 340,000. AID 504634, 2011; in the data active = inhibition mostly above about 23%, no sharp cut-off; inactive = mostly below about 18%;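 also: 0% = cells with DMSO and 100% = no-cell wells with DMSO; some compounds called inactive have numbers as strong as hits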
Target sequence (P47898 whole entry, looked up): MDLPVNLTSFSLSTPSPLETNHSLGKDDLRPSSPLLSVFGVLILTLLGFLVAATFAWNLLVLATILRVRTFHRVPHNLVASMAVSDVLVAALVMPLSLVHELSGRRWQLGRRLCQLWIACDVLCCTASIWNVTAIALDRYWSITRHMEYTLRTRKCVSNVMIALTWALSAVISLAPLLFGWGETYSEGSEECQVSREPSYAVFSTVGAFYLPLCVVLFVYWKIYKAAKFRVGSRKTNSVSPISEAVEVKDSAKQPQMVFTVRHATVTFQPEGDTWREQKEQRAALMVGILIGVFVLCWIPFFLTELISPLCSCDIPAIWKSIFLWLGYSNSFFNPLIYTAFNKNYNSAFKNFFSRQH
HTR5A ag – HTR5A agonists in luminescence cell assay, primary screen, counter-screen for OPRM1-OPRD1 heterodimer agonist project, full-deck HTS. 5-hydroxytryptamine receptor 5A (Homo sapiens), P47898. cell-based. activation, % at 9.3 µM. hit rate 0.61% among 340,000. AID 504692, 2011; in the data active = activation mostly above about 9.5%, no sharp cut-off; inactive = mostly below about 7.6%;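 also: 0% = cells with vehicle only and 100% = reference agonist; strong numbers were not always called active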
V-ATPase pH – regulators of yeast V-ATPase proton pumping, primary screen, pHLuorin cytosolic pH fluorescence; S. cerevisiae; response, % at 10 µM; hit rate 0.37% among 350,000; in the data active = response mostly above about 7.3%, no sharp cut-off; inactive = mostly below about 5.4%; also: actives read high; inactives centre near 0; some compounds called inactive have numbers as strong as hits; reference of the scale not given here
Numbers without * were called inactive; . = no result given; & = joins results of further samples.

Structure	HTR5A ag	PKA-R2B activ	OPRM1-OPRD1 inv	Arrestin-AP2 inh	PKA-R1A activ	OPRM1-OPRD1 ag	HTR5A inv ctr	DSG3 Ab inh	V-ATPase pH	DAGLB inhibitor
COc1cc2c(cc1NC(=O)/C=C/c1cc(OC)c(OC)c(OC)c1)oc1ccccc12	5	-7	-8	10	4	1.6	13	97	4	-3
CCOC(=O)c1cnc2cc(C)nn2c1C	7	1	-2	3	0	0.4	-17	106	-2	0
NC(=O)C1CCN(C(=O)c2cccc3ccccc23)CC1	-5	7	10	27	-5	-1.9	5	108	-2	0
O=S(=O)(NCCC(c1ccc(F)cc1)c1ccco1)c1ccccc1 (stereo unspecified)	-4	-11	-43	6	-7	7.7	-24	103	-2	-4
CN(C)C=NC(=O)c1cc(C(=O)c2ccc(Cl)cc2)c[nH]1	-2	5	7	14	-1	-1.4	6	101	-3	1
O=C(CN1CCN(S(=O)(=O)c2ccc(Br)cc2)CC1)N/N=C/c1cccnc1	3	-1	7	3	-12	-1.5	4	103	-1	0
CC(=O)N1CCCc2cc(S(=O)(=O)N3CCCC(C(=O)Nc4ccccc4C)C3)ccc21 (stereo unspecified)	-1	7	9	28	-4	-1.7	-8	101	4	-3
CCC(=O)N1CCN=C1SCc1cc(C)ccc1C	-3	7	6	23	8	-1.1	8	100	-3	-2
S=c1[nH]nc(COc2cccc3ccccc23)n1Cc1ccccc1	-7	-6	-21	3	7	4.2	18	.	1	6
Cc1ccc([N+](=O)[O-])cc1-c1ccc(/C=N/NC(=O)c2cc3c(ccc4ccccc43)o2)o1	1	-5	4	2	-8	-0.7	-4	92	1	-3
C[C@H]1CN([C@@H](C)CO)C(=O)Cc2cc(NC(=O)Nc3ccccc3)ccc2O[C@H]1CN(C)Cc1ccccc1	-5	5	0	24	4	0.0	12	103	-3	-3
CCOc1ccc(NC(=O)c2ccc3snnc3c2)cc1	3	0	5	-2	-1	-1.3	9	106	10	-1
CC1CC(C)(C)Nc2ccc(OC(=O)c3ccco3)cc21 (stereo unspecified)	-2	2	-46	6	-3	8.0	8	104	3	0
CC1CCN(C(=O)CCCC(=O)N2CCC(C)CC2)CC1	1	7	3	2	5	-0.8	-3	116	4	2
COc1ccc2c(C)cc(C)nc2n1	-3	6	7	14	1	-1.4	11	94	-2	-1
O=C(CN1CCN(Cc2cccc(F)c2)CC1)NCc1ccccc1	0	4	0	12	-4	-0.1	2	99	-4	-2
Cc1cccc(NC(=S)NNC(=O)c2csc3c2CCC(C)C3)c1 (stereo unspecified)	2	6	-40	1	2	7.5	-20	97	-2	2
CCOC(=O)C1=C(COC(=O)Cc2ccccc2[N+](=O)[O-])NC(=O)NC1C (stereo unspecified)	.	5	.	.	-5	.	.	94	-1	-1
COc1ccc(OC)c(-c2nc(C)sc2CC(=O)O)c1	6	-3	4	-2	5	-0.7	-10	103	-2	5
COc1cccc(C(=O)C(=O)c2cccc(OC)c2OC)c1OC	-3	5	10	1	-4	-2.0	13	88	0	0
Cc1ccc(-c2csc(NC(=O)CN3CCOCC3)n2)cc1	5	-1	7	-5	-8	-1.1	-13	85	3	-1
O=C(c1ccc(Br)c([N+](=O)[O-])c1)N1CCN(Cc2ccccc2)CC1	1	-1	-16	0	-6	3.4	-6	102	-1	-6
O=C(CSc1nnc(COc2ccccc2)n1Cc1ccco1)c1ccc(F)cc1	0	9	-26	-26	10	5.5	1	103	-1	-1
O=C(Cn1ccc2ccccc2c1=O)Nc1ccc2c(c1)OCO2	-1	1	-8	4	10	1.4	17	95	-2	-2
COc1ccc(Cl)c2sc(N3CCN(C(=O)C4=COCCO4)CC3)nc12	3	-7	7	15	-3	-1.2	3	94	1	-4
O=C(CO/N=C/c1ccccc1O)NNC(=O)c1ccccc1Cl	2	3	4	2	-8	-0.7	6	99	-1	-3
COc1ccc(NC(=O)c2cccc(OC(=S)N3CCOCC3)c2)cc1	10	10	-6	18	-4	1.1	-20	92	-1	1
O=C(CN1CCCC1)N/N=C/c1ccc(-c2cccc(Cl)c2)o1	-1	-1	8	-4	-1	-1.4	-32	114	-3	2
Cc1cccc(NC(=O)c2cnn3ccccc23)c1C	-6	-2	16	9	-10	-3.0	-14	88	7	-1
O=C(NCc1ccc2c(c1)OCO2)c1cccc(S(=O)(=O)N2CCCCC2)c1	0	4	2	5	-5	-0.4	-20	108	13	-1

More records follow.
Structure	HTR5A ag	PKA-R2B activ	OPRM1-OPRD1 inv	Arrestin-AP2 inh	PKA-R1A activ	OPRM1-OPRD1 ag	HTR5A inv ctr	DSG3 Ab inh	V-ATPase pH	DAGLB inhibitor
CCN(C(=O)C1=COCCO1)c1nc2c(C)cccc2s1	1	6	11	1	-4	-2.2	-10	94	-5	-8
CNC(C)C#Cc1ccc2oc3cc(C)c(C)cc3c(=O)c2c1 (stereo unspecified)	-2	1	-8	-5	-4	1.4	5	110	-6	2
CCOc1ccc2nc(Nc3nc(CSc4nnnn4-c4ccccc4)cc(=O)[nH]3)nc(C)c2c1	4	3	6	8	0	-1.2	-11	99	-8	-1
O=C(CN1C(=O)NC2(CCCC2)C1=O)NCCN1C(=O)S/C(=C\c2ccccc2F)C1=O	-2	4	22	-5	-3	-4.5	4	104	0	1
c1ccc2[nH]c(-c3ccnc4ccccc34)nc2c1	-8&3	-19&-11	10&6	5&-20	4&-4	-1.8&-1.1	-18&3	102&102	-1&0	-1&-5
C#CCn1c(=NC(=O)c2ccc(S(=O)(=O)N3CCc4ccccc4C3)cc2)sc2cc(S(N)(=O)=O)ccc21	6	-1	1	6	-2	-0.2	7	97	-2	1
Cc1ocnc1C(=O)Nc1ccc(Cl)cc1	1	-4	3	-9	2	-0.6	2	104	3	0
O=C(CSc1ccc2c(c1)OCCO2)NCC1CCCO1 (stereo unspecified)	5	-1	5	18	-1	-0.9	-29	103	-1	0
COc1ccccc1CNC(=O)C(C)Oc1ccccc1 (stereo unspecified)	1	1	5	-4	16	-1.1	-4	117	3	1
CCN(CC)c1ccc(CN(C(=O)c2cc(OC)c(OC)c(OC)c2)C2CCS(=O)(=O)C2)cc1 (stereo unspecified)	-4	0	6	1	2	-1.0	-2	100	0	-2
Cc1cc(C)cc(-n2c(C)cc(C(=O)CSc3nnnn3C)c2C)c1	2	-3	3	-5	-4	-0.8	20	110	0	-4
CC(=O)NC(CC(=O)OCC(=O)NCCc1ccccc1)c1ccccc1 (stereo unspecified)	1	-7	-3	-8	10	0.4	15	101	2	3
O=C(CN1C(=O)COc2ccccc21)NNC(=O)Nc1ccccc1F	-3	10	-10	23	-5	1.2	-7	110	-3	0
c1ccc2oc(-c3csc(NCC4CCCO4)n3)cc2c1 (stereo unspecified)	-5	-5	12	10	-2	-2.5	14	.	4	-2
OC(Cn1cncn1)c1ccc(Cl)cc1 (stereo unspecified)	0	-9	9	-1	-13	-1.7	5	104	2	1
COc1ccc(-c2cc(C(=O)O)c3ccccc3n2)c(OC)c1	-3	-8	8	-5	0	-2.0	8	.	1	3
CCOP(=O)(c1ccccc1)c1nc(-c2ccccc2C)oc1NCc1ccccc1 (stereo unspecified)	-1	5	8	1	10	-1.7	2	.	-1	-1
O=C(NCc1ccccn1)C(=O)NN=C1CCCCCCCCCCC1	-1	-4	4	-7	-13	-0.8	2	103	-1	1
O=C(COc1ccccc1)Nc1nc(-c2cccs2)cs1	-5	-10	-18	-4	-10	3.2	13	103	4	-15
CC(=O)/C(=N/Nc1ccc(Br)cc1)N1CCCc2ccccc21	5	-1	-22	2	-1	4.4	-8	.	-3	-6
Cc1ccc(CN(C)Cc2cc(=O)oc3cc(C)c(Cl)cc23)cc1	0	1	5	-21	1	-0.9	1	96	-4	-17
CC1(C)CC(=O)c2cnc3c(C#N)cnn3c2C1	0	4	17	-1	6	-3.0	-1	99	5	0
COc1cccc2sc3ccc(C#CC4(O)CCCCC4)cc3c(=O)c12	9	-6	-3	6	8	0.6	-33	98	-1	5
Cc1onc(-c2ccccc2Cl)c1C(=O)Nc1c(C)n(C)n(-c2ccccc2)c1=O	5	5	6	-3	-4	-1.1	5	102	-1	-1
COC(=O)c1c2c(nc3ccccc13)CCC2	2	-1	-16	3	2	2.6	7	99	-3	1
COc1ccc2[nH]c(=O)c(CN(CCc3ccccc3)Cc3nnnn3CC3CCCO3)cc2c1 (stereo unspecified)	4	0	13	12	1	-2.2	-9	100	-3	1
CCc1ccccc1NC(=O)NC(C)c1ccc2c(c1)OCO2 (stereo unspecified)	-4	5	6	-7	-7	-0.9	5	104	4	-1
Cc1ccccc1N=C(NO)c1cccnc1	5	-4	8	29	1	-1.9	-19	103	-4	-4
COc1ccccc1-c1csc(NC(=O)c2cc(-c3cccs3)nc3ccccc23)n1	3	-8	15	29	23*	-2.9	-29	97	5	-6
C#CCOc1ccc(/C=C2/C(=O)ON=C2C)cc1Cl	1	0	7	-6	-4	-1.5	-3	99	3	4

Fetched by compound from the entries so far (2):
Structure	HTR5A ag	PKA-R2B activ	OPRM1-OPRD1 inv	Arrestin-AP2 inh	PKA-R1A activ	OPRM1-OPRD1 ag	HTR5A inv ctr	DSG3 Ab inh	V-ATPase pH	DAGLB inhibitor
c1ccc2oc(-c3csc(NCC4CCCO4)n3)cc2c1 (stereo unspecified)	-5	-5	12	10	-2	-2.5	14	.	4	-2
Cc1onc(-c2ccccc2Cl)c1C(=O)Nc1c(C)n(C)n(-c2ccccc2)c1=O	5	5	6	-3	-4	-1.1	5	102	-1	-1

Further compounds follow:
Structure	HTR5A ag	PKA-R2B activ	OPRM1-OPRD1 inv	Arrestin-AP2 inh	PKA-R1A activ	OPRM1-OPRD1 ag	HTR5A inv ctr	DSG3 Ab inh	V-ATPase pH	DAGLB inhibitor
O=C1C2CC=C(Cl)CC2C(=O)N1CNc1ccccn1 (stereo unspecified)	1	-3	17	26	-1	-3.0	-4	110	4	2
COC(=O)c1ccccc1C(=O)N1CCOCCOCCOCC1	-1	1	16	46	10	-3.2	3	88	-5	1
O=C1c2cccc3cccc(c23)C(=O)N1/N=C/c1ccc(O)cc1O	0	4	5	17	-8	-1.0	-1	93	-1	4
N#C/C(=C\c1ccc(O)cc1)C(=O)NCc1cccc(Cl)c1	0	5	13	-1	-4	-3.0	0	115	-1	-4
COc1cccc(/C=N/Nc2ncnc(Cl)c2N)c1O	14	-14	-21	20	-3	4.1	20	111	5	2
COc1cc(OC)cc(C(=O)NNc2nc3cc4c(cc3s2)OCO4)c1	2	4	1	1	-3	-0.2	5	107	-1	3
